# MT stabilizer = microtubule stabilizers in HeLa cells. HeLa tubulin immunostaining HCS, 24 h; share of cells brighter than vehicle mean+2SD. 200,000 compounds, 0.83% hits. AID 2205. % tubulin-high responders, % at 10 µM;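 active means plate Z-score above 3 for both tubulin-high and condensed-nucleus cell shares, with cell loss under 80%, at 10 µM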;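 further: anti alpha tubulin signal scored within the nucleus-defined area of each cell; some results filed as inactive read as strong as hits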
# Insulin prom up = MIN6 insulin promoter up-regulation. MIN6 insulin promoter-GFP reporter, high-content imaging; stronger effect = higher value. z-score at 5 µM. 190,000 compounds, 0.3% hits. AID 1625;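 active means z-score above 3 at 5 µM with at least 500 cells counted in the well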
# NOD1 inhibition = inhibition of NOD1-driven NF-kB reporter – cell-based, luminescence, uHTS, primary screen (AID 1578); NOD1-driven NF-kB luciferase reporter cells, luminescence; higher % means a stronger effect; one-dose inhibition, % at 4 µM; EC50 in µM for titrated hits; 290,000 compounds, 1% hits; in the data active means inhibition mostly above about 36%, no sharp cut-off; inactive means mostly below about 34%;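 further: HEK-293T reporter cells stimulated with the NOD1 agonist gamma-tri-DAP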
# bCat nuc transl = modulators of beta-catenin nuclear translocation; nuclear translocation activity, % at 5 µM; HeLa beta-catenin nuclear translocation, immunofluorescence imaging; 190,000 compounds, 0.3% hits;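 active means nuclear translocation activity above 50% at 5 µM, with a well cell count of 50 or more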;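 further: per-cell ratio of nuclear to cytoplasmic median beta-catenin stain intensity; plate controls were DMSO negative control for no effect and GSK-3 inhibitor IX positive control for full effect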
#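 Read-out: Nuclear/cytoplasmic beta-catenin signal ratio, % activation | Assay system: Human HeLa cell line | Times: 24 h compound exposure at 37°C, 5% CO2 | Signal: Fluorescence imaging of beta-catenin antibody stain plus DAPI | Dosing: 5 µM primary, 0.02–20 µM confirmation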
# P. falciparum M17LAP = P. falciparum M17LAP inhibitors, primary screen, biochemical, fluorogenic H-Leu-NHMec substrate, 1536-well (AID 1619); inhibition, % at 30 µM; hits with a dose series show IC50 in µM; 220,000 compounds, 0.38% hits; recombinant M17LAP, H-Leu-NHMec fluorogenic kinetic assay; higher % means a stronger effect;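 active means compound inhibiting the enzyme by more than half at any dose during confirmatory dose-response retesting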;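 further: plate controls were full reaction with DMSO carrier for no effect and no enzyme background for full effect; strong numbers were not always called active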
# Yfh1-depleted yeast = enhancers of respiration in Yfh1-depleted yeast, dose response, Friedreich's ataxia, plus single-dose screen (AID 1465). fold induction at 50 µM; hits with a dose series show EC50 in µM. S. cerevisiae Yfh1-off respiration, WST-1 reduction, 72 h; higher fold induction means a stronger effect. 220,000 compounds, 0.074% hits;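 active means fold induction of absorbance versus untreated yeast above a set limit, then at least 30% activation at any dose in follow-up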;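 further: activators that raise dye reduction in frataxin-depleted yeast; strong numbers were not always called active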
# Autophagy HCS = autophagy modulation, high-content screen; MEF GFP-LC3 puncta imaging; test concentration mostly 10 µM; calls only at 10 µM (by protocol); 190,000 compounds, 0.98% hits;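 active means percentage of spot-positive cells more than 3 SD above its plate mean, without a fluorescence outlier flag or 80% toxicity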;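 further: spot-positive cell cutoff set from DMSO-treated cells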
# Dynein transport = blocks dynein driven cargo transport along microtubules; z-score, hits read low; 220,000 compounds, 0.47% hits; AID 1381; 3617.4 mouse cells, GR-EGFP nuclear translocation imaging; test concentration mostly 20 µM; stimulated with dexamethasone, 1 µM; stronger effect = lower value;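 active means plate z-score of nuclear minus cytoplasmic receptor signal below a set negative limit, without overly bright fluorescence or cell loss, cut at about -3.5 in these data, passing the limit was not always enough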;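 further: z-score of nuclear minus cytoplasmic ring GR-EGFP intensity difference per well; some compounds called inactive have numbers as strong as hits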
#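 Also added – dexamethasone, 1.0 µM final · Buffer or medium – tet-free, stripped-serum medium · Schedule – induction 48 h, compound 1 h, agonist 30 min · Detection – formaldehyde fixation, Hoechst nuclear stain, 10x automated fluorescence imaging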
# NOD2 inhibition = inhibition of NOD2-driven NF-kB reporter – cell-based, luminescence, uHTS, HEK293 (AID 1566); HEK293 NOD2/NF-kB luciferase reporter, luminescence; higher % means a stronger effect; inhibition, % at 4 µM; hits with a dose series show EC50 in µM; 290,000 compounds, 0.63% hits; in the data active means inhibition above about 50%; further: many of its hits are not listed in these tables
# Dynein transport cytoplasmic EGFP = second read-out of Dynein transport, no call of its own (marks repeat the call); z-score; measured here: cytoplasmic GR-EGFP intensity; stronger effect = higher value
# Dynein transport nuclear GR-EGFP = second read-out of Dynein transport, no call of its own (marks repeat the call); z-score; measured here: nuclear GR-EGFP intensity;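 lower value marks the stronger effect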
# Dynein transport cell count = recorded beside Dynein transport, whose call it bears; z-score; measured here: cell count per field
# Insulin prom up cell count = also measured in Insulin prom up; calls as there; cell count; measured here: cytotoxicity, nuclei count;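 total cells summed across four imaged fields per well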
# bCat nuc transl cell count 5 µM = recorded beside bCat nuc transl, whose call it bears; cell count; measured here: cell count, cytotoxicity flag
# MT stabilizer Hoechst-high % = further read-out of MT stabilizer, marked with its call; % Hoechst-high responders; measured here: nuclear condensation Hoechst responders;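 share of cells brighter than vehicle mean plus two SD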
# MT stabilizer cytotoxicity % = second read-out of MT stabilizer, no call of its own (marks repeat the call); toxicity, %; measured here: cytotoxicity by cell density;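 0% = mean cell density of plate MIN control wells and 100% = no cells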
# Autophagy HCS cell loss 18 h = recorded beside Autophagy HCS, whose call it bears; toxicity, %; measured here: cell loss, nuclei count;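 cell loss after 18 h compound exposure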
# An asterisk follows results filed as active; i = inactive; . = not tested or not shown.
SMILES,MT stabilizer,MT stabilizer Hoechst-high %,MT stabilizer cytotoxicity %,Insulin prom up,Insulin prom up cell count,NOD1 inhibition,bCat nuc transl,bCat nuc transl cell count 5 µM,P. falciparum M17LAP,Yfh1-depleted yeast,Autophagy HCS,Autophagy HCS cell loss 18 h,Dynein transport,Dynein transport cytoplasmic EGFP,Dynein transport nuclear GR-EGFP,Dynein transport cell count,NOD2 inhibition
CC[C@H](C)[C@H](NC(=O)c1ccccc1)C(=O)Nc1ccc(S(=O)(=O)Nc2cc(C)nc(C)n2)cc1,.,.,.,-0.04,1126,0%,-0.1,1394,-4%,i,.,.,-0.78,-0.26,-0.37,0.41,22%
CCN(CC)c1ccc(C(=O)NC(=S)N2CCN(Cc3ccc4c(c3)OCO4)CC2)cc1,2.9,2.3,10,-0.28,1581,0%,0.2,1084,10%,i,i,-3,0.62,-0.23,0.46,-1,-23%
CSc1cccc(NC(=O)CN(c2ccc(C)cc2C)S(C)(=O)=O)c1,2.3,3.6,16,-1.3,1568,-8%,-2.1,937,4%,i,i,24,1.5,-0.21,1.6,-2,10%
Cc1nn(Cc2cccc(C(=O)NC34CC5CC(CC(C5)C3)C4)c2)c(C)c1Br,2.3,1.6,2.6,.,.,4%,1.2,1111,6%,i,i,1,0.37,-0.22,0.53,-0.74,7%
Oc1ccc2oc3c(c2c1)CCCC3,3.2,2.0,2.7,-0.2,1522,24%,1.2,1358,19%,i,i,-2,-0.62,-0.24,-1.1,0.74,1%
O=S(=O)(c1ccccc1)N(Cc1nc(-c2ccccc2)no1)C1CCCCC1,1.0,1.3,3.9,-0.31,1670,-14%,0.2,1141,7%,i,i,-2,0.075,-0.24,0.062,-0.76,-13%
COC(c1ccccc1)c1nnc(CCC(=O)N(C)CCCC2CCCC2)o1 (stereo not given),2.6,2.4,6.0,0.04,1426,-63%,-0.4,1093,-5%,i,i,72,0.015,-0.3,0.012,0.32,-54%
Cc1ccc(C)c(N2C(=O)c3cc(N4CCOCC4)c([N+](=O)[O-])cc3C2=O)c1,2.5,3.3,6.4,-0.31,1250,-8%,-1.1,532,-15%,i,i,-12,0.79,-0.27,0.0026,-0.51,20%
Cc1ccc(NS(=O)(=O)c2ccc(CCC(=O)N3CCCC3)cc2)cc1,0.9,0.7,0.7,-0.04,1610,-22%,4.7,880,10%,i,i,13,1.5,-0.034,1.9,-1.9,7%
CCn1c(-c2ccco2)n[nH]c1=S,2.9,2.3,1.9,0.55,1313,-11%,.,.,7%,i,i,0,-0.95,-0.09,-0.24,1.3,3%
O=C1[C@@H]2C(c3ccccc3Cl)=NO[C@@H]2C(=O)N1Cc1ccccc1,1.3,0.2,38,-0.27,1801,-22%,-1.6,1060,-3%,i,i,10,-0.22,-0.2,0.21,0.19,-10%
CCCn1nc(Oc2nc(NCC)nc(NCC)n2)ccc1=O,3.7,1.5,0.4,0.05,1558,-5%,-1.4,1355,1%,i,i,1,-0.85,-0.2,-1.1,-0.12,-6%
CC(=O)Nc1cccc(NC(C)=C(C#N)C#N)c1,0.9,3.2,5.8,0.42,1395,-15%,1.1,921,-11%,i,i,-12,1.4,-0.17,0.62,-0.82,2%
O=C(O)c1ccc2c(=O)n(-c3ccc(F)c(Cl)c3)c(=S)[nH]c2c1,.,.,.,0.62,1352,-12%,-0.8,1195,0%,i,.,.,0.34,-0.23,0.063,-0.49,6%
CCOC(=O)c1[nH]c2ccc(F)cc2c1NC(=O)c1cc(OC)c(OC)c(OC)c1,1.7,1.6,7.4,0.66,2049,6%,-2.2,1120,-3%,i,i,8,0.48,-0.35,0.49,-0.0076,13%

# The final two compounds of the section above lead into the next:
SMILES,MT stabilizer,MT stabilizer Hoechst-high %,MT stabilizer cytotoxicity %,Insulin prom up,Insulin prom up cell count,NOD1 inhibition,bCat nuc transl,bCat nuc transl cell count 5 µM,P. falciparum M17LAP,Yfh1-depleted yeast,Autophagy HCS,Autophagy HCS cell loss 18 h,Dynein transport,Dynein transport cytoplasmic EGFP,Dynein transport nuclear GR-EGFP,Dynein transport cell count,NOD2 inhibition
O=C(O)c1ccc2c(=O)n(-c3ccc(F)c(Cl)c3)c(=S)[nH]c2c1,.,.,.,0.62,1352,-12%,-0.8,1195,0%,i,.,.,0.34,-0.23,0.063,-0.49,6%
CCOC(=O)c1[nH]c2ccc(F)cc2c1NC(=O)c1cc(OC)c(OC)c(OC)c1,1.7,1.6,7.4,0.66,2049,6%,-2.2,1120,-3%,i,i,8,0.48,-0.35,0.49,-0.0076,13%
CC1=NNC(=O)C1CCC(=O)N/N=C(/C)c1ccc([N+](=O)[O-])cc1 (stereo not given),1.5,2.5,5.5,0.2,1153,-8%,1.5,915,81µM*,i,i,11,0.064,-0.24,0.48,-0.78,-1%
CS(=O)(=O)Nc1ccccc1C(=O)Nc1cccc(Cl)c1,1.1,1.7,6.3,-0.32,1849,14%,2.6,1045,-13%,i,i,-2,-1.1,-0.13,-0.25,-0.92,17%
COc1ccc2ccccc2c1/C=N/NC(=O)CC1(C)OCCCO1,1.7,3.7,9.5,0.12,1236,-14%,.,.,27%,i,i,-13,0.053,0.037,-0.31,0.32,10%
C[C@H](N)c1nnc(SCC(=O)c2ccc(Cl)cc2)o1,3.5,2.3,7.1,.,.,-16%,-1.7,1009,6%,i,i,-2,-0.17,0.2,-0.0094,0.72,1%
Cn1c(COc2ccccc2)nnc1SCC(=O)Nc1ccc(N2CCOCC2)c(Cl)c1,3.0,2.0,2.9,-0.24,1201,-27%,-0.5,1077,-1%,i,i,0,2.2,0.17,1.6,-2.5,0%
CCOC(=O)Cn1nc(C)c(NC(=O)c2cccc([N+](=O)[O-])c2)c1C,4.7,2.9,7.9,.,.,-38%,-0.5,1068,10%,i,i,-15,-0.75,-0.19,-0.27,0.21,18%
Cc1ccccc1OCCSCc1nc2ccccc2[nH]1,7.6,2.5,5.2,0.6,1348,-12%,0.1,1160,-10%,i,i,26,-0.62,-0.26,-0.11,0.48,12%
N#Cc1cn(Cc2ccccc2)c2ccccc12,2.6,2.4,7.9,-0.65,1269,-37%,.,.,-6%,i,i,-2,0.94,-0.23,0.68,-1,-27%
CC(=O)C1=NN(c2ccc(Cl)cc2)C(c2ccc3c(c2)OCO3)N(C(C)=O)N1C (stereo not given),.,.,.,-0.18,1412,-12%,-2.1,1164,-1%,i,.,.,-0.29,-0.068,-0.15,0.048,-7%
Cc1ccccc1NC(=O)/C(C#N)=C\c1cc(C)n(-c2ccc(C(=O)O)cc2)c1C,.,.,.,-0.39,977,4%,0.4,1341,28%,i,.,.,0.4,-0.2,0.74,-0.33,48%
CC(C)(C)NCc1cc2ccccc2[nH]c1=O,2.8,1.1,8.1,1,714,0%,.,.,-6%,i,i,-19,-1.1,0.061,-0.22,1.4,2%
CN(C)c1nc(SCC(=O)Nc2ccccc2)nc(N2CCOCC2)n1,3.0,2.4,4.4,-0.02,939,-28%,1.1,943,5%,i,i,-2,0.41,-0.16,0.37,-0.47,6%
O=C(NCc1cccc(C(F)(F)F)c1)C1CC(c2cccc(F)c2)=NO1 (stereo not given),.,.,.,-0.15,1039,-5%,-1.3,1165,6%,i,.,.,-0.24,-0.65,-0.15,0.91,18%
O=C(COc1cccc2c1CCN(Cc1ccc(Br)cc1)C2=O)N1CCOCC1,3.7,1.7,4.6,-0.71,1247,-16%,1.1,1087,-5%,i,i,0,2,-0.2,1.2,-1.4,7%
C=CCSc1cc(C)nc2c(-c3ccc(Cl)cc3)c(C)nn12,1.2,1.4,5.8,0.82,1022,-9%,.,.,6%,i,i,-7,2.5,-0.022,1.4,-1.9,18%
COC(=O)c1oc2c(c1C)C(=O)CCC2,.,.,.,.,.,-12%,2.3,1293,0%,i,.,.,-0.11,-0.27,0.6,-0.64,15%
CC1(C)CC(=O)C2=C(C1)NCN(Cc1ccc3c(c1)OCO3)C2,2.8,1.8,8.6,.,.,9%,0.5,949,9%,i,i,-2,-1,-0.29,-0.65,0.76,3%
COc1ccc([N+](=O)[O-])cc1NC(=O)COC(=O)Cc1cc(OC)c(OC)c(OC)c1,1.7,2.6,1.6,2,1283,-1%,.,.,-8%,i,i,-9,0.15,-0.31,-0.22,-0.25,4%
Cc1nc(C)c(CC(=O)N/N=C/c2ccc(O)cc2)c(=O)[nH]1,2.5,2.5,4.2,-0.06,1080,9%,-1.2,476,10%,i,i,9,0.62,-0.3,0.64,-0.54,16%
Cc1cc(C(=O)Nc2c(C)nn(Cc3c(Cl)cccc3Cl)c2C)no1,2.3,2.7,6.3,-0.29,1412,.,-1.2,1493,-6%,i,i,-53,-0.29,-0.2,-0.21,0.17,.
Cc1ccc(C)c(NC(=O)C2C(c3ccccc3)C2(Cl)Cl)c1 (stereo not given),3.7,1.3,7.7,0.24,1455,-1%,4.0,1417,-3%,i,i,-20,0.16,-0.12,0.73,0.0016,0%
Cc1n[nH]c(=S)n1/N=C/c1ccc(-c2ccccc2[N+](=O)[O-])o1,2.5,2.1,4.1,0.04,607,21%,-3.0,1099,8%,i,i,35,-0.6,-0.38,-0.11,-0.049,2%

# Only part of the results is shown; the hit share may differ from the screen's.
